# NPY-Y1 PAM-ag – human NPY-Y1 potentiation or agonism, primary screen; NPY-Y1 expressing cells, potentiator/agonist activation; activation, % at 3.6 µM; actives 0.37% (n = 220,000); AID 1304; in the data active means activation above about 33%, passing the limit was not always enough;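 further: cells stimulated with NPY at EC10 then isoproterenol at EC100; 0% = low agonist plus stimulus and 100% = saturating agonist plus stimulus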
# Target sequence (P25929 whole entry, looked up): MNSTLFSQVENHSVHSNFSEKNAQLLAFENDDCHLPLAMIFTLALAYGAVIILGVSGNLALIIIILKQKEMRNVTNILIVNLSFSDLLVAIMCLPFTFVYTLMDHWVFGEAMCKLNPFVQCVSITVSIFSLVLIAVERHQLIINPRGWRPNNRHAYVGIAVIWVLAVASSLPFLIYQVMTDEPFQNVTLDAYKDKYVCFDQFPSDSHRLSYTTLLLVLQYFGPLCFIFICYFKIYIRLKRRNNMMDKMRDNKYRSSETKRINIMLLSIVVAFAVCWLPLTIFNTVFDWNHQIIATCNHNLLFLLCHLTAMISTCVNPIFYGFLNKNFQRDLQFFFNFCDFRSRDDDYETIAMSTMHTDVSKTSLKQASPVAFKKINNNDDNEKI
# TRPML3 ag – activates the human TRPML3 channel; Q8TDD5; HEK293 TRPML3-YFP, Fluo-8 calcium fluorescence; 100% = the carbachol control signal; activation, % at 3 µM; actives 0.29% (n = 220,000); AID 1448;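 active means activation above its plate's cutoff, the mean activation of the plate's test wells plus 3 SD, cut at about 12% in these data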;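 further: 0% = DMSO only wells and 100% = carbachol wells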
#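 Test system – HEK293 line with stable expression of human TRPML3-YFP channel · Control set – carbachol 87 µM final as high control (100%), DMSO as low control (0%) · Signal – Fluo-8 calcium dye fluorescence, ex 470-495, em 515-575 nm · Incubation – 1-h 37 °C dye load, 5-s basal, 120-s post-compound reads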
# EP2 mod – modulators of human EP2 prostaglandin E2 receptor. induction, % at 25 µM. actives 0.83% (n = 260,000). AID 940. EP2-expressing cells, cAMP HTRF FRET, PGE2 co-stimulation;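 active means compounds whose cAMP rise, as percent of the full-agonist control response, exceeds 60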;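 further: rat C6 glioma line stably carrying human EP2 under a CMV promoter; the protocol text gives 20 µM as final concentration; 100% = response of wells given 1 µM PGE2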
# S1P4 ag – activates the human S1P4 receptor; O95977; S1P4-expressing cell line, agonist reporter assay; activation, % at 4.98 µM; actives 0.35% (n = 220,000); AID 1509; in the data active means activation above about 11%;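 further: 0% = DMSO vehicle and 100% = reference agonist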
# CHOP inh – blocks CHOP induction under ER stress | CHO-K1 CHOP-promoter luciferase, tunicamycin-induced, 15-18 h | inhibition, % at 10 µM | actives 3.8% (n = 220,000) | AID 2732;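 active means compounds that reduced the stress-induced luciferase reporter signal by more than about 70% of percent inhibition, limit read from the data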;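 further: 0% = tunicamycin plus vehicle and 100% = wells without tunicamycin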
# S1P4 antagonist – antagonists of human S1P4 receptor. S1P4-expressing cells, antagonist mode, reporter read-out. inhibition, % at 4.98 µM. actives 0.26% (n = 220,000); in the data active means inhibition above about 29%;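 further: 0% = wells stimulated with agonist and 100% = vehicle wells without agonist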
# NPY Y1 blocker – antagonists of human neuropeptide Y receptor Y1. P25929. HEK293-CNG Y1 cells, membrane potential fluorescence; NPY at EC95, then isoproterenol. inhibition, % at 3.6 µM. actives 1% (n = 200,000);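 active means inhibition above the campaign mean inhibition of all tested compounds plus 3 SD, cut at about 20% in these data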;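 further: 0% = DMSO wells given NPY plus isoproterenol and 100% = isoproterenol alone without NPY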
#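 Benchmarks – high control isoproterenol alone, low control NPY with isoproterenol · Material – HEK293 Y1/CNG channel cell line · Times – dye 3 h, compound 60 min room temperature, stimulation 45 min · Probe or stimulus – NPY (25 nM), isoproterenol (1 µM), Ro 20-1724 (25 µM) · Evaluation – % inhibition of NPY effect · Signal – fluorescence, membrane potential probe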
# zfTRPN1 agonist – activates the zebrafish TRPN1 channel; HEK293 zebrafish TRPN1-YFP, Fluo-8 calcium fluorescence; 100% = response to 87 µM carbachol; activation, % at 3 µM; actives 0.18% (n = 220,000); AID 1424;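 active means activation above its plate's cutoff, the mean activation of test wells on that plate plus 3 SD, cut at about 19% in these data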;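 further: 0% = DMSO alone and 100% = 87 µM carbachol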
#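 Assay system: Zebrafish TRPN1-YFP in HEK293 cells | Incubation: Dye loading 1 h at 37 °C, then 30 min room temperature | Measured by: Kinetic Fluo-8 fluorescence, ex 470-495, em 515-575 nm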
# NPY-Y2 PAM-ag – human NPY-Y2 potentiation or agonism, primary screen. P49146. cells expressing NPY-Y2, potentiator/agonist read-out. activation, % at 3.6 µM. actives 0.45% (n = 220,000). AID 1359; in the data active means activation above about 27%;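 further: cells stimulated with NPY near EC25 plus isoproterenol at EC100; 0% = vehicle plus submaximal agonist and 100% = vehicle plus saturating agonist; some results beyond the cut were filed as inactive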
# Target sequence (P49146 whole entry, looked up): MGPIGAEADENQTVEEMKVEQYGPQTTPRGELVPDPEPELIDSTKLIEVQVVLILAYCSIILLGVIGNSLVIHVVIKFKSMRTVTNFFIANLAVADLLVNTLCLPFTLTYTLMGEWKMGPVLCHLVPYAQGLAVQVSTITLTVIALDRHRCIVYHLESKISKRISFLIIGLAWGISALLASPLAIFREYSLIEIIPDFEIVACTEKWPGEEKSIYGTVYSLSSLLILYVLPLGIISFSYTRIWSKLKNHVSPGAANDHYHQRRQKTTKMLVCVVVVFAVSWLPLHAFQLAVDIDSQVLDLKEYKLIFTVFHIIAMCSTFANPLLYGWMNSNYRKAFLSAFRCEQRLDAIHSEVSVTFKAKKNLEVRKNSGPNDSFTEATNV
# The depositor's hits bear a star; . = not tested or not shown; & = joins results of further samples.
[1] Cc1ccc(Nc2nnc(C3C(=O)N(C)C4(C)CC3c3cc(Br)ccc3O4)s2)cc1 (stereo not given)
[2] COc1ccccc1-n1c(=S)[nH]c2c(sc(=S)n2-c2ccc(C)cc2C)c1=O
[3] COc1ccc(S(=O)(=O)N(CC(=O)Nc2ccc3c(c2)OCO3)c2ccccc2OC)cc1
[4] COc1ccc(CN2C(=O)c3c(c(C)n(C)c3C)C2C(=O)NC2CCC(C)CC2)cc1 (stereo not given)
[5] COc1ccccc1N1CC(C(=O)OCC(=O)c2ccc(F)cc2)CC1=O (stereo not given)
[6] CCOc1ccc(NC(=O)c2ccc(CNc3c(N4CCCC4)c(=O)c3=O)cc2)cc1
[7] Cc1c(NC(=O)C(C)OC(=O)C23CC4CC(CC(Br)(C4)C2)C3)c(=O)n(-c2ccccc2)n1C (stereo not given)
[8] CCc1ccccc1N/N=C(/C)c1c(O)cc(C)oc1=O
[9] Clc1ccc(-c2c[n+](Cc3ccc(Cl)c(Cl)c3)c3n2CCC3)cc1
[10] CCn1c(CNC(=O)c2ccccc2F)nnc1SCC(=O)NC1CCCCC1C (stereo not given)

Screen / compound no.	1	2	3	4	5	6	7	8	9	10
NPY-Y1 PAM-ag	6	9	-13	2	2	-2	9	-6	-9	-9
TRPML3 ag	0.7	1.2	0.2	0.0	-0.1	0.2	1.0	0.9	0.1	0.2
EP2 mod	5	34	12	-7	-6&-11	-24	20	25	-2	3&32
S1P4 ag	-2.2	-0.3	3.2	1.6	1.7	0.7	-0.8	-0.7	-0.3	-0.7
CHOP inh	61	0	-11	13	27	-10	7	5	-17	-3
S1P4 antagonist	0	5	7	9	-12	6	1	9	-13	5
NPY Y1 blocker	1	2	5	1	1	.	0	-4	5	-4
zfTRPN1 agonist	2.3	1.0	0.6	-0.9	0.8	1.7	1.2	-1.0	-1.5	-2.1
NPY-Y2 PAM-ag	-7	-8	-9	6	-2	7	9	-2	-6	-8

[11] CCNc1nc(SCc2ccccc2)nc(N2CCOCC2)n1
[12] Cc1nnc(NC(=O)C2CCCO2)s1 (stereo not given)
[13] O=S(=O)(NCCSCc1c(Cl)cccc1Cl)c1ccc2c(c1)OCCO2
[14] CS(=O)(=O)NN1C(=O)c2ccccc2NC1c1ccccc1 (stereo not given)
[15] Cc1nc(SCc2ccc(F)cc2)c2oc3ccccc3c2n1
[16] O=[N+]([O-])c1ccc(Cl)cc1Sc1cccc2cccnc12
[17] Cc1nn(CCCC(=O)Nc2cccnc2Cl)c(C)c1[N+](=O)[O-]
[18] CC(Sc1cccc[n+]1[O-])C(=O)Nc1ccc([N+](=O)[O-])cc1Cl (stereo not given)
[19] COc1ccc2nc(N=Nc3ccc(O)c4ccccc34)sc2c1
[20] Cc1ccc(-c2c(=O)n(OCc3ccccn3)c3ccccc3[n+]2[O-])cc1

Screen / compound no.	11	12	13	14	15	16	17	18	19	20
NPY-Y1 PAM-ag	-1	2	-34	-9	-33	-13	-3	-7	-13	-21
TRPML3 ag	0.0	0.4	-1.0	0.2	0.5	-0.7	1.2	1.1	0.0	0.6
EP2 mod	63*	-15	-31	10	42	46	5	-18	4	33
S1P4 ag	0.0	0.7	-0.6	0.4	-0.6	0.9	0.5	0.9	-2.5	-0.9
CHOP inh	37	7	46	30	20	27	-1	-2	44	-11
S1P4 antagonist	-9	8	-4	-3	-7	-9	-28	-34	-6	-9
NPY Y1 blocker	5	3	-5	-3	.	-2	1	2	1	-1
zfTRPN1 agonist	-0.3	0.1	-0.5	-0.9	1.0	-1.4	1.9	2.2	0.1	0.9
NPY-Y2 PAM-ag	6	8	-22	-8	-14	-10	10	1	-2	-5

# Some of these compounds in order of formula weight, high to low:
[17] Cc1nn(CCCC(=O)Nc2cccnc2Cl)c(C)c1[N+](=O)[O-]
[15] Cc1nc(SCc2ccc(F)cc2)c2oc3ccccc3c2n1
[12] Cc1nnc(NC(=O)C2CCCO2)s1 (stereo not given)

Screen / compound no.	17	15	12
NPY-Y1 PAM-ag	-3	-33	2
TRPML3 ag	1.2	0.5	0.4
EP2 mod	5	42	-15
S1P4 ag	0.5	-0.6	0.7
CHOP inh	-1	20	7
S1P4 antagonist	-28	-7	8
NPY Y1 blocker	1	.	3
zfTRPN1 agonist	1.9	1.0	0.1
NPY-Y2 PAM-ag	10	-14	8

# Other compounds:
[21] CCN(CC)CCN1C(=O)C(=O)/C(=C(/O)c2ccc(OC)c(OC)c2)C1c1ccccn1 (stereo not given)
[22] CCCN1C(=O)CC(c2ccco2)Sc2ccccc21 (stereo not given)
[23] CCCC(=O)Nc1ccc(Cl)c(NC(=O)c2ccco2)c1
[24] CCCC(=NCc1ccccc1)C1=C(O)C(C(=O)OC)C(C)(C)CC1=O (stereo not given)
[25] O=C1CCC([N+](=O)[O-])C(c2ccc(Cl)c([N+](=O)[O-])c2)N1 (stereo not given)
[26] COc1ccc(C2C(C(=O)c3ccco3)=C(O)C(=O)N2CCc2ccccc2)cc1OC (stereo not given)
[27] Fc1ccc(C2CCCN2Cc2nc(-c3cnccn3)no2)cc1 (stereo not given)
[28] COc1ccc(NC(=O)c2ccccc2NS(C)(=O)=O)cc1OC
[29] CC1OC(C)(C)OC1C1CNc2nc(NC(=O)C(C)(C)C)[nH]c(=O)c2N1C(=O)c1cccnc1 (stereo not given)
[30] COc1ccnc(Oc2ccccc2)c1C#N

Screen / compound no.	21	22	23	24	25	26	27	28	29	30
NPY-Y1 PAM-ag	-27	15	5	-21	-7	4	-3	0	-11	0
TRPML3 ag	1.3	-0.9	-0.2	0.5	0.6	-0.3	0.6	0.2	1.4	0.2
EP2 mod	11	54	-16	16	-10	13	26	0	7	-5
S1P4 ag	1.1	-1.4	0.1	0.7	-2.8	-1.9	0.1	0.9	0.5	0.9
CHOP inh	-24	10	-1	21	-7	19	14	-8	-10	-31
S1P4 antagonist	-9	-8	-7	-12	-1	-4	1	4	-11	-1
NPY Y1 blocker	-4	2	3	0	3	3	-2	6	1	-1
zfTRPN1 agonist	2.4	-0.8	-0.5	-0.2	1.4	0.0	-0.3	1.7	1.9	-0.1
NPY-Y2 PAM-ag	-11	-2	7	-4	-6	-4	1	9	0	15

# Rewritten tab-delimited: part of the list above.
nr	compound	NPY-Y1 PAM-ag	TRPML3 ag	EP2 mod	S1P4 ag	CHOP inh	S1P4 antagonist	NPY Y1 blocker	zfTRPN1 agonist	NPY-Y2 PAM-ag
28	COc1ccc(NC(=O)c2ccccc2NS(C)(=O)=O)cc1OC	0	0.2	0	0.9	-8	4	6	1.7	9
29	CC1OC(C)(C)OC1C1CNc2nc(NC(=O)C(C)(C)C)[nH]c(=O)c2N1C(=O)c1cccnc1 (stereo not given)	-11	1.4	7	0.5	-10	-11	1	1.9	0

# Rewritten as tab-separated lines: part of the list above.
no.	compound	NPY-Y1 PAM-ag	TRPML3 ag	EP2 mod	S1P4 ag	CHOP inh	S1P4 antagonist	NPY Y1 blocker	zfTRPN1 agonist	NPY-Y2 PAM-ag
23	CCCC(=O)Nc1ccc(Cl)c(NC(=O)c2ccco2)c1	5	-0.2	-16	0.1	-1	-7	3	-0.5	7
24	CCCC(=NCc1ccccc1)C1=C(O)C(C(=O)OC)C(C)(C)CC1=O (stereo not given)	-21	0.5	16	0.7	21	-12	0	-0.2	-4

# Continued:
[31] CCOC(=O)N1CCC(NC(=O)CCS(=O)(=O)c2ccc3c(c2)CCN3C(=O)CC)CC1
[32] CC(=O)Nc1cccc(OCCCNC(=O)c2cccc3ccccc23)c1
[33] Cc1cc(Br)ccc1OCC(=O)N1CCCCCC1
[34] COC(=O)c1ccc(CSc2nc(-c3ccco3)cc(C(F)(F)F)n2)o1
[35] Cc1cc(C)cc(NC(=O)NC2CCN(CC(=O)Nc3cccc(Cl)c3C)CC2)c1
[36] COc1ccc(S(=O)(=O)Oc2ccc3c(c2)O/C(=C\c2cccnc2)C3=O)cc1
[37] c1ccc2c(c1)ncn2-c1ncnc2sc3c(c12)CCCC3
[38] O=C(COC(=O)c1cccnc1)Nc1ccc(F)cc1
[39] CCn1c2ccccc2c2cc(NC(=O)COC(=O)c3cc(S(=O)(=O)N4CCCCC4)ccc3Cl)ccc21
[40] COCCN1CCN(Cc2cn[nH]c2-c2cc3ccccc3o2)CC1

Screen / compound no.	31	32	33	34	35	36	37	38	39	40
NPY-Y1 PAM-ag	-8	5	-4	-37	25	-5	0	-5	-14	9
TRPML3 ag	-0.4	-0.6	0.5	0.1	0.3	0.5	-1.9	0.9	0.7	0.4
EP2 mod	8	-35	-29	17	-32	-46	5	-8&-18	5	0
S1P4 ag	0.9	0.7	0.0	-1.7	0.6	-0.6	-0.6	-0.6	0.0	1.5
CHOP inh	13	-8	26	53	15	54	21	-1	22	0
S1P4 antagonist	-4	5	-5	9	26	-4	0	6	-16	-2
NPY Y1 blocker	5	.	-1	5	.	7	12	2	1	5
zfTRPN1 agonist	1.2	-1.1	-0.3	0.0	1.5	-0.7	-2.2	-0.8	0.3	0.8
NPY-Y2 PAM-ag	7	5	-3	6	8	5	-20	11	5	4

[41] O=C(Cc1csc(-c2ccccc2)n1)NCc1ccccc1F
[42] O=C(CSc1nccn1-c1cccc(Cl)c1)NC1CCCC1
[43] CC(C)(C)NS(=O)(=O)c1ccc(OCC(=O)NCc2ccco2)cc1
[44] O=c1[nH]ncc2c3ccccc3n(Cc3ccccc3)c12
[45] O=C(N/N=C/c1ccccc1C(=O)O)C(=O)N1CCCCC1
[46] CCOC(=O)CNC(=O)c1cccs1
[47] CC1CCN(C(=O)CSc2nc3ccccc3c(=O)n2Cc2ccc3c(c2)OCO3)CC1
[48] CC(C)NC(=S)N/N=C/c1ccccc1[N+](=O)[O-]
[49] COc1ccc(-c2csc(Nc3ccc(S(N)(=O)=O)cc3)n2)cc1OC
[50] Cn1c(C(=O)N2CCCC(C(=O)NCCCc3ccccc3)C2)cc2sccc21 (stereo not given)
[51] CCCN(Cc1ccccc1)C(=O)Nc1ccc2c(c1)nnn2C
[52] CCOc1ccccc1-n1c(SCC(=O)N2CCCC2)nnc1-c1ccc(O)cc1

Screen / compound no.	41	42	43	44	45	46	47	48	49	50	51	52
NPY-Y1 PAM-ag	-20	-11	10	6	-13	-13	-43	4	-14	-15	2	-14
TRPML3 ag	0.1	-0.1	-0.1	-0.6	1.0	0.9	-0.4	0.7	-0.2	-0.5	0.3	0.6
EP2 mod	-6	10	-61	30	15	-5	0	-23	-55	-21	10	-5
S1P4 ag	0.0	0.8	-2.1	1.1	0.5	-0.2	3.2	-0.1	-0.2	0.8	-2.4	0.0
CHOP inh	14	25	3	41	-6	-9	-11	-28	12	43	14	17
S1P4 antagonist	-8	7	5	-2	-7	-22	-29	4	-22	-22	-12	-2
NPY Y1 blocker	4	0	-12	2	-1	-8	21*	-1	-6	7	-1	3
zfTRPN1 agonist	-0.9	2.2	-1.0	-2.3	0.9	0.4	-0.9	-0.1	1.0	0.3	-0.1	-0.8
NPY-Y2 PAM-ag	-2	6	7	3	-3	-1	-20	0	3	-3	-8	-3

# Screens: PubChem BioAssay, several laboratories

# Random draw from the library; any-hit rate near 6.5%.
